GLD-1 TGE inh = GLD-1-TGE RNA interaction inhibition (C. elegans); 0.44% of 320,000 active; purified GLD-1 + fluorescein TGE RNA, fluorescence polarization; inhibition, % at 5.96 µM; AID 2280; Q17339;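 active means percent inhibition above a per-plate cutoff, the plate mean of test compounds plus 3 SD, cut at about 30% in these data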;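 further: 0% = DMSO wells with GLD-1 and probe and 100% = wells lacking GLD-1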
Target sequence (Q17339 whole entry, looked up): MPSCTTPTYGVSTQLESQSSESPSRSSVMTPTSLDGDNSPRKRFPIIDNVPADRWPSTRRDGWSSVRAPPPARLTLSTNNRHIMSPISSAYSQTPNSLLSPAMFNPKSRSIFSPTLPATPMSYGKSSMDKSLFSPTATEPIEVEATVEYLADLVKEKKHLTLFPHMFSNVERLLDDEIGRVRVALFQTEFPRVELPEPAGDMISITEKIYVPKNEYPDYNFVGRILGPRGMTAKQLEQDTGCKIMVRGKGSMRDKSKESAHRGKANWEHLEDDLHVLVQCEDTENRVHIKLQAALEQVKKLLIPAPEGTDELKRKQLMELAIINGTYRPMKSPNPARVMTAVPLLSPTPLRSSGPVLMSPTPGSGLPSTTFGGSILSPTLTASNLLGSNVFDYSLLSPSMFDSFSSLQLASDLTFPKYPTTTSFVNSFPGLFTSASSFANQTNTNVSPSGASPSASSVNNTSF
BCLXL inh = Bcl-xL (human) inhibition; Q07817; GST-Bcl-xL / FITC-Bim BH3 peptide fluorescence polarization; inhibition, % at 10.9 µM; 0.7% of 320,000 active;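 active means inhibition above the mean of all tested compounds plus 3 SD, cutoff set per campaign, cut at about 30% in these data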;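 further: 0% = DMSO wells and 100% = unlabeled Bim-BH3 peptide competitor; inhibitors lower millipolarization by displacing the labeled peptide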
Target sequence (Q07817 whole entry, looked up): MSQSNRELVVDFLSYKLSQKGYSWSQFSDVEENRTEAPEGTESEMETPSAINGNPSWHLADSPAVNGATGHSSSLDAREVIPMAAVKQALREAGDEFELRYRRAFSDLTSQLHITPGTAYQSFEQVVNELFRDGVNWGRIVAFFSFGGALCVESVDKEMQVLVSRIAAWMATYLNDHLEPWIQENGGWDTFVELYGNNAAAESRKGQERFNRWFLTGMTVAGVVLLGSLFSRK
MCL1 BIM primary = disrupts human MCL1 binding to BIM-BH3 peptide; Q07820; GST-MCL1 / FITC-Bim-BH3 fluorescence polarization; inhibition, % at 10.9 µM; 0.68% of 320,000 active; AID 2057;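 active means inhibition above the mean inhibition of all tested compounds plus 3 SD, set per campaign, cut at about 40% in these data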;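 further: 0% = DMSO wells and 100% = unlabeled Bim-BH3 peptide control; higher means more loss of mP so more displacement of Bim peptide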
Target sequence (Q07820 whole entry, looked up): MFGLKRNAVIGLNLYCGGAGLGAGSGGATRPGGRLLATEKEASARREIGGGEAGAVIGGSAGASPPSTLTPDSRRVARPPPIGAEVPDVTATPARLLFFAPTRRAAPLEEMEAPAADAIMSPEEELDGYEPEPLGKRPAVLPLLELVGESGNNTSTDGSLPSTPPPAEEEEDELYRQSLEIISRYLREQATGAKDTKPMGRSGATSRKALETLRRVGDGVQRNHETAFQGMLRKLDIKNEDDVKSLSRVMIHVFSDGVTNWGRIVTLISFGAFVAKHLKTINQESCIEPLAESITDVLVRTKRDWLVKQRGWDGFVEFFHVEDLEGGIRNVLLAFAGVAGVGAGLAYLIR
PME-1 primary = PME-1 (human) inhibition. inhibition, % at 5.9 µM. AID 2130. recombinant PME-1, FP-Rh probe fluorescence polarization. Q9Y570. 0.53% of 320,000 active;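 active means inhibition above the campaign mean of all compounds plus 3 SD, cut at about 26% in these data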;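 further: competitive labeling of PME-1 active site by serine hydrolase directed probe; 0% = PME-1 with DMSO and 100% = wells lacking PME-1 enzyme; inhibitors block probe labeling so polarization falls and inhibition rises; many of its hits are not listed in these tables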
Fam108B counter = blocks mouse Fam108B hydrolase in RBBP9 counter-screen | recombinant Fam108B, FP-Rh probe fluorescence polarization | inhibition, % at 9.51 µM | 0.33% of 300,000 active;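 active means inhibition above the screen mean inhibition plus 3 SD, computed separately per campaign, cut at about 18% in these data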;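 further: inhibitors lower polarization as less probe binds the enzyme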
AHR act = human AHR activation. AID 2796. activation, % at 5 µM. 2.5% of 320,000 active. AHR-responsive luciferase reporter cells, luminescence; in the data active means activation above about 47%;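 further: 0% = vehicle wells and 100% = reference agonist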
MEX-5 binding = C. elegans MEX-5 TCR-2 RNA binding activity. Q9XUB2. MEX-5/FITC-TCR2 RNA binding, fluorescence polarization; stronger effect = lower value. activity score (negative = inhibition of binding), % at 10 µM. 0.38% of 300,000 active;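 active means inhibition past about -25% in most replicates, and total fluorescence under double the plate's negative control median, limit read from the data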;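 further: 0% = DMSO and -100% = 5 µM competing unlabeled TCR2 RNA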
PAFAH1B2 inh = inhibitors of human PAFAH1B2; P68402; recombinant PAFAH1B2, FP-rhodamine activity probe, fluorescence polarization; inhibition, % at 3.39 µM; 1.2% of 340,000 active; AID 492953;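 active means inhibition above the mean of all tested compounds plus 3 SD, cut at about 24% in these data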;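 further: 0% = enzyme with DMSO and 100% = wells lacking PAFAH1B2; many of its hits are not listed in these tables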
pPAFAH FP inh = inhibitors of human plasma PAF acetylhydrolase (pPAFAH). Q13093. recombinant pPAFAH, FP-rhodamine probe fluorescence polarization. inhibition, % at 3.39 µM. 1.5% of 330,000 active. AID 463082;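 active means inhibition above the mean inhibition across the screen plus 3 SD, cut at about 25% in these data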;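 further: inhibitors block binding of the rhodamine activity-based probe so polarization drops; 0% = enzyme with DMSO and 100% = wells lacking pPAFAH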
Starred values were filed as active, the others as inactive; . = not tested or not shown. Not all compounds are listed; the hit share may differ from the screen's.

Start of the listing, in advance, two compounds:
SMILES	GLD-1 TGE inh	BCLXL inh	MCL1 BIM primary	PME-1 primary	Fam108B counter	AHR act	MEX-5 binding	PAFAH1B2 inh	pPAFAH FP inh
O=C(NCc1ccccn1)c1ccc(OC2CCN(Cc3ccccc3O)CC2)cc1	8.5	6.6	15.5	2.2	0.3	-2.8	-1.3	5.3	-2.1
CNC(=O)/C(C#N)=C/c1c(N2CCCCCC2)nc2ccccn2c1=O	-22.9	-6.8	-16.8	-0.1	-0.2	1.3	1.1	4.2	-4.9

The listing, previewed entries included:
SMILES	GLD-1 TGE inh	BCLXL inh	MCL1 BIM primary	PME-1 primary	Fam108B counter	AHR act	MEX-5 binding	PAFAH1B2 inh	pPAFAH FP inh
O=C(NCc1ccccn1)c1ccc(OC2CCN(Cc3ccccc3O)CC2)cc1	8.5	6.6	15.5	2.2	0.3	-2.8	-1.3	5.3	-2.1
CNC(=O)/C(C#N)=C/c1c(N2CCCCCC2)nc2ccccn2c1=O	-22.9	-6.8	-16.8	-0.1	-0.2	1.3	1.1	4.2	-4.9
Cc1ccc(OCC(=O)N(C)CCc2ccccn2)cc1	3.9	4.9	-3.6	-4.7	-0.2	0.1	-3.6	3.4	-3.4
COc1ccc(-n2c(C)cc(C=O)c2C)cc1Cl	4.2	2.3	-4.4	2.9	-2.0	2.6	0.3	4.7	5.7
O=C(/C=C/c1ccc(Cl)cc1)N1CCN(c2ccccc2[N+](=O)[O-])CC1	-1.4	7.8	3.1	10.9	-0.8	5.7	2.7	-2.4	6.8
Cc1cc(NC(=O)CSc2ncc(CO)n2Cc2ccc(F)cc2)no1	0.4	-4.5	2.1	2.0	-5.0	0.0	-0.4	2.2	0.0
O=C(Nc1ccon1)c1ccc(S(=O)(=O)N2CCCCCC2)cc1	-1.7	4.7	5.0	-1.0	-1.6	0.9	-0.8	12.1	1.3
O=c1oc([C@@H](O)c2ccccc2)cc2ccccc12	7.0	.	.	.	.	1.0	.	4.2	-0.8
Cc1noc(C)c1C(=O)OCC(=O)c1c(N)n(CC(C)C)c(=O)n(C)c1=O	0.1	5.5	-0.5	-2.1	-1.7	-2.0	-2.8	3.6	6.9
Cc1cc(C)c(S(=O)(=O)NCc2cccs2)cc1C	-7.5	-2.3	-5.7	7.0	-2.2	1.1	2.9	5.4	2.0
Oc1ccc(-c2nnc(SCC3CCCCC3)o2)cc1	3.1	9.8	9.7	4.7	-1.7	1.3	-0.2	14.4	5.6
CC(C)Cn1c(SCC(=O)O)nnc1-c1cccc(S(=O)(=O)N2CCOCC2)c1	4.2	.	.	.	.	0.1	.	15.6	6.1
CCSc1ccc(C(=O)Nc2ccc(Br)cn2)cc1[N+](=O)[O-]	5.6	5.9	8.0	-5.9	-12.1	-1.1	0.7	5.9	4.9
O=C1c2ccccc2C(=O)N1OCc1ccc(Cl)cc1	7.8	-2.9	0.8	-12.5	-1.6	51.3*	-0.4	13.2	3.9
Cc1ccc(-n2nnc3c(=O)n(CC(=O)OCc4ccccc4)cnc32)cc1	2.4	2.4	1.8	-3.8	-7.6	1.5	-0.6	4.7	-1.0
CC(C)(C)C(=O)Nc1cc(NC(=O)C(C)(C)C)cc(C(=O)NNC(=O)c2ccncc2)c1	-9.1	0.7	9.1	-5.3	-2.5	-0.6	1.6	7.8	0.6
COc1cc(NC(=O)CCC2CCCC2)cc(-n2cnnn2)c1	6.8	1.7	-0.2	2.4	-4.4	33.0	-1.4	17.5	-2.1
COC(=O)c1ccc(C23CC4(C2)[C@H](CN(Cc2cccnc2)[C@@H]4c2ccccc2)C3c2ccc(Cl)nc2)cc1 (stereo partly specified)	3.7	6.8	3.3	-0.5	-5.5	1.8	0.8	3.4	-0.6
C[C@H]1CN=C(N(C)C)N1CC1CCC(C(C)(C)C)CC1 (stereo partly specified)	2.3	4.6	2.0	2.1	1.8	1.5	.	4.0	2.7
O=C(COC(=O)c1cnc(Cl)c(Cl)c1)NCc1cccs1	0.5	1.1	-4.3	0.4	6.1	3.9	1.9	4.2	-1.7
CSc1ncccc1C(=O)OCC(=O)NC1CCCc2ccccc21 (stereo unspecified)	-3.0	.	.	.	.	0.8	.	4.5	7.1
O=C(Cn1[nH]c(=O)c2ccccc2c1=O)OCC(=O)c1ccc(F)cc1	2.0	5.4	3.3	-2.5	3.3	0.6	2.9	3.6	-6.7
O=C(c1ccc(S(=O)(=O)N2CCCCC2)cc1)N1CCCC(C(F)(F)F)C1 (stereo unspecified)	8.3	-0.2	-4.6	0.0	3.7	-2.0	3.0	6.5	-5.7
Cn1c(=O)c2c(nc(CN3CCN(Cc4ccccc4)CC3)n2Cc2ccc(F)cc2)n(C)c1=O	2.0	-0.9	-1.4	-1.0	-3.0	-0.1	-0.7	-0.4	1.9
COCC1CCN(C(=O)C2CCC(=O)N(Cc3ccc(Cl)cc3)C2)CC1 (stereo unspecified)	3.8	5.2	0.7	7.5	1.3	13.4	-1.9	-0.9	-1.9
O=C(c1ccco1)N1CCN(c2ccccc2F)CC1	-6.9	2.7	0.2	-9.1	3.1	-2.8	0.3	-0.7	5.3
O=C(O)C1CCN(C(=O)c2ccco2)CC1	0.0	-7.7	-4.6	-7.9	3.4	-1.1	0.3	9.9	-3.4
OC(CNCC(c1ccco1)N1CCCCC1)c1ccccc1 (stereo unspecified)	0.5	-0.6	0.1	1.9	-2.7	0.7	0.6	-1.1	8.2
Cc1ccc(C)c(C(=O)CN2C(=O)NC3(CCCCCCC3)C2=O)c1	1.2	3.6	1.6	2.4	-0.7	7.7	2.6	1.2	-5.9
CN(C)S(=O)(=O)c1cccc(N=C2SCCN2Cc2ccccc2)c1	0.4	0.9	5.4	5.2	3.5	10.5	-2.2	2.3	6.6
COc1cc2[nH]c(=S)nc(NCCC(C)C)c2cc1OC	-1.5	8.3	0.3	0.4	5.2	42.2	-0.3	-1.0	2.5
Cc1ccc(N2C(=O)N(CC(=O)NC(N)=O)C(=O)C2C)cc1 (stereo unspecified)	-2.2	-0.8	0.3	-0.5	-3.2	0.4	-1.2	3.1	1.3
CC(C)CC(NC(=O)C(NC(=O)C1OC2OC(C)(C)OC2C2OC(C)(C)OC12)C(C)C)C(=O)O (stereo unspecified)	3.4	5.5	5.1	-2.8	-0.3	5.2	0.8	0.8	-5.7
C=CCNC(=S)N1CCN(Cc2ccccc2)CC1	2.4	8.5	1.3	-13.3	1.4	2.2	-0.7	1.3	3.1
CCc1ccccc1NC(=O)c1ccc(CN2CCC(Cc3ccccc3)CC2)cc1	12.7	4.5	3.9	1.5	2.8	-0.5	-2.4	-0.6	1.3
Cc1c(C(=O)C(=O)NCC2CCCO2)c2ccccc2n1C (stereo unspecified)	-1.0	4.8	2.1	0.9	3.3	-3.0	2.4	3.9	4.5
Cc1ccccc1C(=O)Nc1sc(C)c(C)c1C(=O)c1ccccc1	6.2	3.1	1.9	-3.1	-2.8	1.0	0.2	3.9	5.8
Cc1sc(NC(=O)Cc2ccc3c(c2)OCO3)nc1-c1ccc2c(c1)CCN2C(=O)c1ccc(F)cc1	-1.4	-0.1	-8.3	-9.3	-5.2	-2.4	-1.2	-2.1	8.0
Cn1c(NNC(=O)c2c(F)cccc2F)cc(=O)n(C)c1=O	-2.5	2.0	0.4	2.0	-0.6	1.1	-5.0	-1.7	3.7
CC1=[N+](C)N(c2ccccc2)C(=O)C1N=Cc1ccc(Cl)cc1 (stereo unspecified)	-0.3	7.7	4.8	0.9	-1.5	-0.2	0.2	2.4	2.2
Fc1ccccc1OCCCCCN1CCCC1	2.9	9.1	9.4	0.8	-1.5	-4.3	-1.6	2.2	6.2
COc1ccc2oc(=O)c(C(=O)NC3CCCCCC3)cc2c1	-0.5	4.6	8.7	-3.3	-2.0	-0.3	-2.2	-3.4	2.9
O=C(O)c1cc(N2C(=O)CCC2=O)ccc1Cl	-8.1	-0.4	1.1	0.5	6.0	2.5	1.1	4.8	-0.4
CC(Oc1ccc(Cl)cc1Cl)C(=O)Nn1cnnc1 (stereo unspecified)	1.2	-1.1	1.8	-3.0	-1.5	-1.6	-0.7	12.6	2.3
COCCNS(=O)(=O)c1cc(C(=O)O)ccc1OC	6.2	3.5	4.0	-0.1	1.2	-1.7	-2.7	9.0	-0.6
COc1cc(CNC(=O)CCCCCCC(C)C)ccc1O	8.5	-1.3	20.4	0.6	-1.3	-3.5	.	3.3	25.8*
O=C(CCSc1nnc2scc(-c3ccccc3)n12)NCc1ccc2c(c1)OCO2	0.7	0.7	3.1	8.8	1.6	1.7	0.0	2.0	6.7
Cc1ccc(OCC(=O)NNC(=O)C2CC(=O)N(c3ccc4c(c3)OCCO4)C2)cc1 (stereo unspecified)	0.3	0.8	6.0	-2.4	1.0	0.9	0.9	-3.1	-0.4
CCn1c(=O)n(CC)c2cc(N3CCCC3)c(NC(=O)c3ccccc3Br)cc21	-3.4	0.5	0.8	4.8	0.6	4.3	0.9	0.2	9.7
CCCCOc1ccc(C(=O)NCC(=O)N(C)Cc2nc3ccccc3c(=O)[nH]2)cc1	3.9	-3.1	-5.5	5.0	.	0.1	.	6.9	4.1
Cc1oc(-c2ccc(Cl)cc2)nc1CN1CCC(C(=O)NCc2ccco2)CC1	2.9	3.7	5.2	1.3	0.4	0.9	1.4	2.0	7.0
CCC(=O)Nc1ccc(C(=O)Nc2ccc3c(c2)OCO3)cc1	-0.1	6.1	-0.9	4.6	-1.5	-2.6	0.3	0.6	1.0
COc1ccc(C(C(=O)NCC2CCCO2)N(Cc2ccccc2)C(=O)CNC(=O)c2ccco2)cc1OC (stereo unspecified)	-2.9	-0.9	-1.9	-0.1	1.9	4.1	0.9	3.8	-2.2
Cc1sc2nc(CSc3ccc([N+](=O)[O-])cc3)[nH]c(=O)c2c1C	-8.7	-6.8	-11.3	-24.9	-20.3	47.0*	-8.3	.	11.1
Cc1ccccc1C(=O)Nc1nnc(S(=O)(=O)N2CCCCC2)s1	2.5	1.2	3.1	3.7	0.7	0.6	-1.0	6.4	5.5
COC(=O)[C@H](Cc1ccccc1)NC(=O)N1CCN(Cc2ccccc2)CC1	-1.9	3.6	3.5	3.4	-1.4	3.0	0.4	9.1	3.4
CCC(=O)NC(=S)Nc1ccc(NC(=O)c2cccnc2)cc1	1.0	6.5	9.9	4.4	1.9	-3.7	0.7	4.4	0.5
COc1ccc(C2C(C(C)=O)=C(O)C(=O)N2c2nccs2)cc1OC (stereo unspecified)	-1.2	1.6	-10.9	0.2	7.2	1.1	-0.7	-2.7	-1.3
COc1ccc(C(=O)Nc2ccccc2C(=O)N2CCCCC2C)cc1 (stereo unspecified)	3.3	-0.9	-1.5	-3.6	0.6	1.9	-2.0	1.1	5.3
COCCC(=O)N1CCCC(CNS(=O)(=O)c2ccc(OC)cc2)C1 (stereo unspecified)	0.2	0.6	-2.9	-3.9	0.9	2.1	1.1	-3.0	3.2
New compounds follow:
SMILES	GLD-1 TGE inh	BCLXL inh	MCL1 BIM primary	PME-1 primary	Fam108B counter	AHR act	MEX-5 binding	PAFAH1B2 inh	pPAFAH FP inh
COc1cc(OC)c(OC)cc1CN1CCc2ccccc2C1	-1.6	0.8	-0.1	3.6	1.8	0.1	0.1	2.6	-6.0
COc1ccc(N2CCN(CC(=O)c3ccc(O)cc3O)CC2)cc1	5.1	12.2	9.6	1.1	4.2	1.1	-4.0	1.4	4.3
O=c1[nH]c2ccccc2nc1/C=C(\O)C1CC1	-0.7	3.0	-0.3	-4.8	5.9	17.7	-6.8	3.4	-1.4
O=C(O)c1c2c(nc3ccc(S(=O)(=O)N4CCC(C(=O)NCc5ccccc5Cl)CC4)cc13)CCCC2	-0.5	10.7	0.8	11.2	0.6	0.0	-1.7	-0.8	9.9

Screening data from PubChem BioAssay.
